OX1R antag-1 – blocks the human orexin 1 receptor | CHO/OX1R cells, Fluo-8 calcium fluorescence, orexin A | O43613 | actives 0.43% (n = 330,000) | AID 434989 | inhibition, % at 5 µM;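 active means inhibition above its plate's threshold, mean inhibition of all tested compounds on the plate plus 3 SD, cut at about 37% in these data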;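 further: 0% = orexin A challenge wells and 100% = SB-334867-A antagonist wells; not every result past the cut was called active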
Target sequence (O43613 whole entry, looked up): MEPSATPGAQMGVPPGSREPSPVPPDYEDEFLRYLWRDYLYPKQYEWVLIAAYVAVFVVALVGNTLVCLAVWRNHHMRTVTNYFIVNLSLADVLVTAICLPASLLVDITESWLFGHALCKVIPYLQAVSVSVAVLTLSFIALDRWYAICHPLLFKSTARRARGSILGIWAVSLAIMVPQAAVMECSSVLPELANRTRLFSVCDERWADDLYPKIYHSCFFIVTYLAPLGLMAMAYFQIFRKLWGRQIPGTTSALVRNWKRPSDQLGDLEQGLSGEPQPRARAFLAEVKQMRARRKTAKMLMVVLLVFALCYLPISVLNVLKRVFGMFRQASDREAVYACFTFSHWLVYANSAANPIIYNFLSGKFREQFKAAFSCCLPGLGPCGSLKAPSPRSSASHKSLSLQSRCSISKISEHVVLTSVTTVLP
OX1R antag-2 – blocks the human orexin 1 receptor | O43613 | OX1R-expressing cells, FRET antagonist read-out | inhibition, % at 6.6 µM | actives 1.8% (n = 330,000) | AID 485270; in the data active means inhibition mostly above about 38%, no sharp cut-off; inactive means mostly below about 40%;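 further: 0% = agonist challenge alone and 100% = reference antagonist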
* hit, by the source's call.

SMILES	OX1R antag-1	OX1R antag-2
Cc1cc(C)c(C)c(S(=O)(=O)N[C@@H](C)C(=O)OCC(N)=O)c1C	3	23
O=C(NCCN1CCOCC1)c1cccs1	-24	29
CCOc1ccc(NC(=O)CN(C)C(=O)C2CC(=O)N(CCc3ccccc3)C2)cc1OCC (centres undefined)	-12	18
CCNC(=S)NNC(=O)C1CCN(Cc2ccccc2)CC1	-13	10
C=CCN=C(NC#N)SC	-4	7
COc1ccc(-c2nnn(Cc3nn[nH]n3)n2)cc1OC	2	8
C/C(=C/Cc1c(O)cc2oc(C)cc(=O)c2c1O)COC1OC(CO)C(O)C(O)C1O (centres undefined)	-10	0
S=c1[nH]nc(C2CCCCC2)n1/N=C/C(Cl)=C\c1ccccc1	-25	4
O=C1NN=C(CSc2n[nH]c(=S)s2)CS1	-20	17
Cc1ccnc2nc(C(=O)Nc3nc4ccccc4s3)nn12	-4	15
COc1cccc(N(CC(=O)O)S(=O)(=O)c2ccccc2)c1	0	15
CCCCNC(=O)CC1S/C(=N/N=C/c2ccc(OC)cc2)NC1=O (centres undefined)	-22	23
Cc1nnc(SCC(=O)NCc2ccccc2)[nH]c1=O	-3	2
Cc1ccc(-c2cc(C(=O)N3CCCC3)c3ccccc3n2)s1	-28	37
O=C(CS(=O)CC(=O)N(CC(=O)NC1CCCC1)c1ccccc1F)Nc1ccc(F)cc1 (centres undefined)	-11	-2
Cc1onc(-c2ccccc2Cl)c1C(=O)NC1CCCCCC1	-22	1
CC1CCCCN1S(=O)(=O)c1ccc(NC(=O)CSc2nnnn2C)cc1 (centres undefined)	-11	9
Cc1cc(=O)oc(C)c1C(=O)NCCN1CCOCC1	-4	3
COCC(COCCCNC(=O)Nc1ccc(Br)cc1)OC (centres undefined)	-14	16
O=C(O)Cc1coc2cc3c(cc12)CCC3	-4	21
O=C(COC(=O)CCc1ccc(S(=O)(=O)N2CCOCC2)cc1)Nc1ncc(C(F)(F)F)cc1Cl	-9	12
O=C(c1ccc(NC2=NC3CS(=O)(=O)CC3S2)cc1)N1CCN(c2ccc(F)cc2)CC1 (centres undefined)	6	-4
Cc1nn(-c2ccc(N3CCCCC3)nn2)c(C)c1CCC(=O)Nc1ccccc1F	-21	6
O=C(Nc1ccc2c(c1)CCCN2C(=O)c1cccs1)c1c(F)cccc1F	-16	12
O=[N+]([O-])c1ccccc1Oc1ccccc1Cl	-10	20
SMILES	OX1R antag-1	OX1R antag-2
O=C(O)CN1C(=O)SC(Nc2ccc(C(=O)O)cc2)C1=O (centres undefined)	-15	13
COCCn1nnnc1CN(Cc1ccco1)Cc1cc2cc3c(cc2[nH]c1=O)OCO3	-16	11
CCOc1cc(/C=C/C(=O)c2ccc(C)cc2)ccc1OCC(=O)N(C)C	-30	11
COc1cc(NC(=O)c2ccc(F)cc2)c(OC)cc1NC(=O)CN1CCCCC1	-4	23
COc1ccc(CCNC(=O)c2ccc(OCC(=O)N3CCOCC3)c(OC)c2)cc1OC	-8	22
CCn1c(SCc2cccc(C)c2)nnc1-c1ccc(C)cc1	-16	12
Cc1nccn1CCCNCc1c(C(=O)N2CCCCCCC2)nc2ccc(Cl)cn12	-19	10
CCC(=O)Nc1ccccc1C(=O)NC1CCCCC1	-18	17
Cc1cc(NC(=O)COc2nnc(-c3ccccc3)c3ccccc23)no1	-30	30
COc1cc(/C(C)=N/Nc2ccc(C(=O)O)cc2)cc(OC)c1OC	-12	26
O=[N+]([O-])c1cc(S(=O)(=O)Nc2cccc(Cl)c2)ccc1N=Nc1c(O)[nH]c2ccccc12	7	8
O=C(COC(=O)c1cc(S(=O)(=O)N2CCOCC2)ccc1F)Nc1c(Cl)cccc1C(F)(F)F	-37	33
COc1ccc(CCNC(=O)C2CCCN(S(=O)(=O)c3ccc(F)cc3)C2)cc1 (centres undefined)	-25	10
CC[C@@H]1CC=C[C@H]2[C@H]1C(=O)N(Cc1ccccc1)[C@H]2c1ccc(C(F)(F)F)cc1	-41	33
CC(C)(C)C(=O)Cn1c(=O)n(-c2ccc(F)cc2F)c(=O)c2sccc21	-16	11
COc1ccc(NC(=O)CN(C)C(=O)c2cccc(S(=O)(=O)N3CCN(Cc4ccccc4)CC3)c2)cc1	-19	15
CCc1cccc2c(C(=O)COC(=O)c3nn(C)c(=O)c4ccccc34)c[nH]c12	9	60
O=C(Nc1ccc(F)c(Cl)c1)c1cccnc1	7	22
CCS(=O)(=O)N1CCCC(C(=O)NCCN2CCC(Cc3ccccc3)CC2)C1 (centres undefined)	-35	13
Cc1nc2ccc(NC(=O)c3cccs3)cc2s1	-13	32
Cc1ccc(NC(=O)CN2C(=O)S/C(=C/c3ccc(-c4cc(C(=O)O)ccc4C)o3)C2=O)cc1C	-7	17
O=C(NCCN1CCOCC1)c1cc(Sc2ccccc2Cl)nc2ccccc12	19	91*
Cc1noc(C)c1COc1cccc(C(=O)Nc2ccccc2N2CCOCC2)c1	-46	21
O=C(CSc1ccccn1)Nc1nonc1[N+](=O)[O-]	6	41
CN(C)C(=O)CN1C(=O)c2cccc3cccc1c23	-25	19

Some of the entries so far, with two lines to a compound:
Second line of a record: OX1R antag-1 | OX1R antag-2
> Cc1cc(C)c(C)c(S(=O)(=O)N[C@@H](C)C(=O)OCC(N)=O)c1C
    3 | 23
> O=C(NCCN1CCOCC1)c1cccs1
    -24 | 29
> CCOc1ccc(NC(=O)CN(C)C(=O)C2CC(=O)N(CCc3ccccc3)C2)cc1OCC (centres undefined)
    -12 | 18
> CCNC(=S)NNC(=O)C1CCN(Cc2ccccc2)CC1
    -13 | 10
> C=CCN=C(NC#N)SC
    -4 | 7
> COc1ccc(-c2nnn(Cc3nn[nH]n3)n2)cc1OC
    2 | 8
> C/C(=C/Cc1c(O)cc2oc(C)cc(=O)c2c1O)COC1OC(CO)C(O)C(O)C1O (centres undefined)
    -10 | 0
> S=c1[nH]nc(C2CCCCC2)n1/N=C/C(Cl)=C\c1ccccc1
    -25 | 4
> O=C1NN=C(CSc2n[nH]c(=S)s2)CS1
    -20 | 17
> Cc1ccnc2nc(C(=O)Nc3nc4ccccc4s3)nn12
    -4 | 15
> COc1cccc(N(CC(=O)O)S(=O)(=O)c2ccccc2)c1
    0 | 15
> CCCCNC(=O)CC1S/C(=N/N=C/c2ccc(OC)cc2)NC1=O (centres undefined)
    -22 | 23
> Cc1nnc(SCC(=O)NCc2ccccc2)[nH]c1=O
    -3 | 2
> Cc1ccc(-c2cc(C(=O)N3CCCC3)c3ccccc3n2)s1
    -28 | 37
> O=C(CS(=O)CC(=O)N(CC(=O)NC1CCCC1)c1ccccc1F)Nc1ccc(F)cc1 (centres undefined)
    -11 | -2
> Cc1onc(-c2ccccc2Cl)c1C(=O)NC1CCCCCC1
    -22 | 1
> CC1CCCCN1S(=O)(=O)c1ccc(NC(=O)CSc2nnnn2C)cc1 (centres undefined)
    -11 | 9
> Cc1cc(=O)oc(C)c1C(=O)NCCN1CCOCC1
    -4 | 3
> COCC(COCCCNC(=O)Nc1ccc(Br)cc1)OC (centres undefined)
    -14 | 16
> O=C(O)Cc1coc2cc3c(cc12)CCC3
    -4 | 21
> O=C(COC(=O)CCc1ccc(S(=O)(=O)N2CCOCC2)cc1)Nc1ncc(C(F)(F)F)cc1Cl
    -9 | 12
> O=C(c1ccc(NC2=NC3CS(=O)(=O)CC3S2)cc1)N1CCN(c2ccc(F)cc2)CC1 (centres undefined)
    6 | -4
> Cc1nn(-c2ccc(N3CCCCC3)nn2)c(C)c1CCC(=O)Nc1ccccc1F
    -21 | 6
> O=C(Nc1ccc2c(c1)CCCN2C(=O)c1cccs1)c1c(F)cccc1F
    -16 | 12

Remaining list, next part:
SMILES	OX1R antag-1	OX1R antag-2
CCC(CC)C(=O)c1c[nH]c(C(=O)N2CCN(c3ccccc3)CC2)c1	-22	-7
C[C@H](CO)N1C[C@H](C)[C@@H](CN(C)C(=O)Nc2ccccc2)Oc2c(NC(=O)Cc3ccccc3)cccc2C1=O	-35	5
O=C1c2ccccc2C(=O)c2cc(S(=O)(=O)Nc3ccccc3)ccc21	8	56
Cc1ccccc1NC(=S)N(CCN1CCOCC1)Cc1ccccc1F	-18	12
CC(=O)Nc1ccc(NC(=O)COc2cccc3c2OC(C)(C)C3)cc1	-11	7
Cc1[nH]n(-c2ccccc2)c(=O)c1C=Nc1ccc(S(N)(=O)=O)cc1	-9	18
CC(C)C(=O)Nc1ccc(S(=O)(=O)Nc2nccc(/C=C/c3ccccc3)n2)cc1	-19	13
Cc1cc(OCCN2CCOCC2)ccc1Cl	-9	10
CCOC(=O)C1CCN(C(=O)c2ccc(NC(=O)C3CCCO3)cc2)CC1 (centres undefined)	0	10
CCc1sc(NC(=O)COC)nc1-c1ccccc1	-26	9
COc1ccc(C(=O)Nc2cccc(NC(=O)c3ccc(OC)cc3OC)n2)c(OC)c1	-21	1
Cc1ccc(NC(=O)CSc2n[nH]c(-c3ccco3)n2)c(C)c1	-17	19
COc1nc(N2CCCC2)nc(-n2nnc(C(C)=O)c2C)n1	0	13
c1ccc(-n2nnc3c(N4CCOCC4)ncnc32)cc1	-7	9
COc1ccc2cc(C#N)c(Cl)nc2c1	-4	6
O=C(O)c1cccc(NC(=S)NC(=O)c2ccc(-c3ccc(Cl)cc3)o2)c1	-9	12
Cn1c2ccccc2c2nnc(SCc3nnc(-c4ccccc4)o3)nc21	-9	9
Cc1[nH]c(=O)nc2c1CCC2	8	7
COc1ccccc1CCC(=O)OCC(=O)Nc1ccc(S(N)(=O)=O)cc1	-10	24
CCOC(=O)Nc1cc2c(cc1C(C)=O)OCO2	-1	-3
CCc1nc(CN2CCCC(C(=O)c3ccc4c5c(cccc35)CC4)C2)c(C)[nH]1 (centres undefined)	-21	6
COc1ccc(C(=O)C2CCCN(S(=O)(=O)c3cccnc3)C2)c(C)c1 (centres undefined)	-28	21
CSc1ccc(C2c3[nH]c4ccccc4c3CCN2C(=O)c2cc(C)n(C)n2)cc1 (centres undefined)	-26	5
NC(=O)C(=O)NCCCN1CCOCC1	2	4
Fc1ccc2nc(C3CCCCN3Cc3nc(CC4CC4)no3)[nH]c2c1 (centres undefined)	-40	17
SMILES	OX1R antag-1	OX1R antag-2
C/C(=N\NC(=S)NCc1ccccc1)c1ccco1	15	34
CCC/C=N/NC(=O)CNC(=O)c1ccccc1Cl	-5	5
COc1ccccc1CNC(=O)c1cc(C(=O)CC(C)C)c[nH]1	-30	3
COc1ccc(NC(=O)c2sc3ncn(CC(=O)N4CCN(c5ccccn5)CC4)c(=O)c3c2C)c(OC)c1	-3	3
COc1ccccc1COC(=O)c1ccc(S(=O)(=O)N2CCOCC2)cc1	-4	9
O=C(O)C1CC=CCC1C(=O)NNS(=O)(=O)c1ccccc1 (centres undefined)	-5	6
O=C(Nc1ccccc1)Nc1ccc(F)cc1F	-18	13
CC(NC(=O)/C=C/c1ccco1)c1nc2ccccc2n1Cc1cccc(Cl)c1 (centres undefined)	-40	20
Cc1cccc(NC(=O)CCN2C(=O)C3C4C=CC(C4)C3C2=O)c1 (centres undefined)	-9	13
C=CCn1c(C(CC)CC(C)(C)O)n[nH]c1=S (centres undefined)	1	7
CN(C(=O)c1coc(=O)c2ccccc12)c1ccccc1Cl	-52	13
CCOC(=O)N1CCN(C(=O)COc2ccc(Br)cc2)CC1	-8	8
CC(C)n1c(=S)[nH]c2ccccc21	5	4
CN(C)c1ccc(/C=N/O)cc1	4	6
O=C(CNC(=O)c1cccs1)Nc1ncccc1O	-10	9
Cc1ccccc1N(CC(=O)N1CCOCC1)S(C)(=O)=O	-15	10
O=C(NCc1cccs1)C1CCC(=O)N1C1CCCCC1 (centres undefined)	-20	7
CC1(C)Cc2c(sc3c2c(N)nc(=S)n3Cc2ccc(Br)cc2)CO1	-8	9
COc1cc2c(cc1OC)C(c1ccc([N+](=O)[O-])cc1)NC(=O)C2 (centres undefined)	-7	47
Cc1cc(C)n(CCNS(=O)(=O)c2ccc(Cl)cc2)n1	2	6
C/C(Cn1cnc([N+](=O)[O-])n1)=N\NC(=O)c1ccccc1F	-3	23
CCc1ccc(C(=O)N2CCN(c3ccc(F)cc3)CC2)s1	-7	11
O=C(CN1CCCCCC1)NCC1CCCO1 (centres undefined)	-7	6
CCOC(=O)c1cc(CC)sc1NC(=O)COC(=O)c1cc[n+]([O-])cc1	-2	8
O=C(CN(Cc1ccc(Cl)cc1)C(=O)CNS(=O)(=O)c1ccc(F)cc1)NCC1CCCO1 (centres undefined)	-20	34
SMILES	OX1R antag-1	OX1R antag-2
O=C(OCc1ccccc1)C1=NNC2C(=O)N(Cc3ccccc3)C(=O)C12 (centres undefined)	-14	5
COc1ccc(CN2CCN(c3ccccc3OC)CC2)cc1OC	-13	3
CC(Oc1ccc(F)cc1)C(=O)Nc1ccccc1C(=O)N1CCCCC1 (centres undefined)	-14	14
C=CCOc1c(CNn2cn[nH]c2=S)cccc1OC	-2	-6
Cc1cc(=O)oc2cc(OCC(=O)OCC(=O)Nc3ccccc3F)ccc12	-21	53
COc1cccc(CNS(=O)(=O)c2ccc3c(c2)CC(C)N3C(=O)C2CCC2)c1 (centres undefined)	29	54*
COc1ccc(CNc2oc(-c3ccccc3)nc2C#N)cc1	3	13
O=C(CSc1nnc(Nc2ccccc2)s1)NCc1cccs1	-2	16
COc1ccc(C(=O)C(Sc2nnc(C)c(=O)[nH]2)c2ccc(OC)cc2)cc1 (centres undefined)	-8	14
COc1ccccc1-c1c(C)nn2c(N3CCC4(CC3)OCCO4)cc(C)nc12	-23	14
Cc1cc(Cl)c2oc(C(=O)N(C)C3CCOC3)c(C)c2c1 (centres undefined)	-22	8
O=C(CCCC(=O)N(CC(=O)NC1CCCCC1)c1ccccc1F)Nc1ccccn1	-22	14
CC(=O)/C(N=Nc1ccc(SC(F)F)cc1)=C(\C)O	-9	22
Cc1ccc(C(=O)N/N=C\c2cc3c(cc2Br)OCO3)s1	-17	39
Cn1c(N)c(S(=O)(=O)N2CCN(c3ccccc3F)CC2)c(=O)n(C)c1=O	-19	11
C=CCOc1c(Br)cc(/C=N/O)cc1OCC	-19	15
C=CCn1c(SCC(=O)Nc2ccc(-c3nc4ccc(C)cc4s3)cc2)nnc1-c1ccncc1	-4	13
Cc1ccc(S(=O)(=O)NCCc2ccc(S(N)(=O)=O)cc2)cc1	-12	3
Cc1ccc(S(=O)(=O)CCNC(=O)Cc2ccccc2)cc1	-3	30
